TRPC4 block: blocks the mouse TRPC4 cation channel; Q9QUQ5; HEK293 TRPC4beta/mu-opioid, DAMGO-evoked Fluo4 calcium flux; hits give low values; B-score at 10 µM; 300,000 tested, 0.39% active;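 active = B-score over 3 SD under the library average, no early fluorescence shift, positive overall ratio signal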
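test system = HEK293 cells with stable TRPC4beta plus mu-opioid receptor expression | detection = Fluo4 Ca2+ flux fluorescence | read-out = integrated fluorescence ratio relative to baseline, converted to per-well B score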
TRPC6 activator: activates the mouse TRPC6 cation channel; HEK293-TRPC6 membrane potential dye fluorescence; hits give high values; B-score at 10 µM; 310,000 tested, 0.13% active;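 active = B-score of the integrated fluorescence ratio above library mean plus 3 SD, and starting fluorescence ratio within library mean plus 5 SD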;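 also: higher score means more depolarization so channel activation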
MrgX1 agonist: activates human MrgX1 receptor signaling; Q96LB2; MrgX1-HEK293 cells, Fluo-4 calcium fluorescence, agonist mode; hits give high values; B-score at 10 µM; 310,000 tested, 0.44% active;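 active = calcium response B-score plate-corrected fluorescence ratio at least 3 library SD, with starting fluorescence B-score inside 5 SD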
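Test system: HEK293 cells stably expressing human MrgX1 receptor; amount: 15,000 cells per well; doses: compound delivered in addition one of three; times: overnight plating before 1 h dye loading; detection: Fluo-4 NW calcium-flux fluorescence, kinetic read; read-out basis: B-scored fluorescence response ratio; controls: positive and negative controls per plate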
TRPC4 act: opens the mouse TRPC4 cation channel. 310,000 tested, 0.49% active. Q9QUQ5. B-score at 10 µM. HEK293 TRPC4beta/mu-opioid, Fluo4 calcium fluorescence; hits give high values;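 active = B-score above 5 SD of library B-scores, and initial fluorescence ratio not above library mean plus 5 SD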;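 also: positive B-score marks a calcium rise read as TRPC4 activation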
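Assay system: HEK293 stable line with TRPC4beta plus mu-opioid receptor; schedule: 45 min room-temperature Fluo4 loading, 110 s read; technique: kinetic Fluo4 calcium fluorescence; evaluation: integrated baseline-normalised fluorescence ratio, converted to per-well B score; controls: buffer (low) and maximal DAMGO (high)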
MrgX1 allo act: allosterically activates human MrgX1 receptor signaling; Q96LB2; MrgX1-HEK293, Fluo-4 calcium flux, FDSS; hits give high values; AID 588675; B-score at 10 µM; 310,000 tested, 0.63% active;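 active = plate-corrected calcium response at least 3 library SD above typical, normal starting fluorescence, not activating the receptor alone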;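 also: compound read alongside a low EC10 to EC30 dose of BAM8-22 agonist; peak minus trough fluorescence over baseline measured at the second addition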
RGS4 block: inhibitors of human RGS4. P49798. HEK293 M3R/RGS4 inducible, Fluo-4 calcium flux; hits give high values; triggered by carbachol at its EC20. B-score at 10 µM. 310,000 tested, 0.45% active;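 active = B-score, a plate-corrected calcium signal, over three deviations above library mean, with baseline fluorescence within five deviations of library mean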;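 also: RGS4 expression induced by doxycycline in cells with stable M3 receptor; B-score is computed from the integrated fluorescence ratio over baseline after carbachol; higher B-score means a larger calcium signal and so more RGS4 inhibition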
MrgX1 antagonist: blocks BAM8-22 activation of human MrgX1 receptor; B-score at 10 µM; AID 588676; MRGX1-HEK293 calcium flux, Fluo-4, BAM8-22 antagonism; hits give low values; Q96LB2; 310,000 tested, 1.3% active;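 active = calcium-response B-score plate-corrected more than 3 library SD below zero, starting fluorescence within 5 deviations, no agonist response on first addition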;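 also: peak minus trough fluorescence over baseline after final BAM8-22 challenge near maximal dose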
TRPC4 potent: TRPC4 (mouse) allosteric potentiation; 310,000 tested, 0.42% active; HEK293 TRPC4beta/mu-opioid, DAMGO EC20, Fluo-4 Ca2+ flux; hits give high values; Q9QUQ5; AID 2227; B-score at 10 µM;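 active = B-score of calcium response area above 5 SD of library B-scores, with initial fluorescence ratio within 5 SD of library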;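 also: B-score of integrated fluorescence ratio over time as area under calcium response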
TMEM16A inh: mouse TMEM16A channel inhibition, primary screen; Q8BHY3; HEK293 TMEM16A/YFP iodide influx fluorescence, ionomycin; normalized B-score (activity score, 25-100; higher = stronger inhibition) at 10 µM; 310,000 tested, 1.2% active; AID 588511;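 active = ratio plate-corrected score three or more library SD toward inhibition, starting fluorescence score within five deviations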;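 also: score derived from kinetic fluorescence span divided by baseline fluorescence per well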
Target sequence (Q8BHY3 whole entry, looked up): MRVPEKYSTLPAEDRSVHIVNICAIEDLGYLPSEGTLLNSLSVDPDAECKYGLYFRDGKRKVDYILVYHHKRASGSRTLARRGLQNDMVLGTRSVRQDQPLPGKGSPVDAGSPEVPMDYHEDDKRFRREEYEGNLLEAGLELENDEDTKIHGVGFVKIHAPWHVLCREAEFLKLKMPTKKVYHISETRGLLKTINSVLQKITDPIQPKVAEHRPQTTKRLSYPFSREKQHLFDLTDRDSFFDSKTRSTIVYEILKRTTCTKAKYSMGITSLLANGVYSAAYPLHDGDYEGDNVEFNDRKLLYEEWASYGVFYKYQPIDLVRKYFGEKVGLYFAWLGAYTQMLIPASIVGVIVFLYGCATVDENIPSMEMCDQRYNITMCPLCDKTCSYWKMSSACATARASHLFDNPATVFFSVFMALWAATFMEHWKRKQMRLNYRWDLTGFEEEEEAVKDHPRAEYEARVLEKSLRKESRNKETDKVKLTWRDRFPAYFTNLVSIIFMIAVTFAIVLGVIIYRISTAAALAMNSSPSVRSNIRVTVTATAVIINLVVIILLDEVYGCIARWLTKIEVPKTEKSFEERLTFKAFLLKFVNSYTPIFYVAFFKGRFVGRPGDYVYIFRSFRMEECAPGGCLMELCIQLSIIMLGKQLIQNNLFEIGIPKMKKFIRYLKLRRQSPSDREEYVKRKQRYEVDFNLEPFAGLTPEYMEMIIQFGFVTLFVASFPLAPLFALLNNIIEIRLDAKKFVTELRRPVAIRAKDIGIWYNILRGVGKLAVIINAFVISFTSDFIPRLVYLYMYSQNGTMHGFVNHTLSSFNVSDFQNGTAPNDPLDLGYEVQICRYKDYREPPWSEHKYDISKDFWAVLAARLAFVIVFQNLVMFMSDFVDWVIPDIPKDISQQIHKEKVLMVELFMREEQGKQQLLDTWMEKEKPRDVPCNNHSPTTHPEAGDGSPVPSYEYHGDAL
ANO1 activ: activates or potentiates the mouse TMEM16A chloride channel | Q8BHY3 | HEK293 TMEM16A/YFP-H148Q/I152L, iodide quench fluorescence; hits give low values | B-score at 10 µM | 340,000 tested, 0.3% active;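 active = fluorescence-ratio B-score plate-corrected deviation score at least 3 library SD below zero, with starting fluorescence score within 5 deviations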;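 also: channel opened by trigger with iodide after compound preincubation; score built on the fluorescence ratio of max minus min over baseline; more negative score means more quench and so TMEM16A activation or potentiation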
TRPC6 inhibitor: blocks the mouse TRPC6 cation channel. Q61143. HEK293-TRPC6, membrane potential dye, ACh-evoked depolarization; hits give low values. B-score at 10 µM. 310,000 tested, 1.1% active;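 active = B-score under library mean minus 3 SD, initial fluorescence not abnormally high, positive integrated signal ratio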;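 also: B-score derived from integrated fluorescence ratio over the kinetic read; more negative B-score means stronger inhibition of depolarization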
Starred values were filed as active, the others as inactive; i = inactive.

no. | mol | TMEM16A inh | MrgX1 agonist | TRPC6 activator | TRPC4 potent | TRPC4 act | RGS4 block | MrgX1 antagonist | MrgX1 allo act | TRPC4 block | ANO1 activ | TRPC6 inhibitor
1 | CCOC(=O)[C@@H]1[C@H]2COc3ccccc3[C@H]2N2C(=O)N(c3ccc(F)cc3)C(=O)[C@]12C | i | i | i | i | i | i | i | i | i | i | i
2 | Cc1noc(C)c1S(=O)(=O)N1CCC(C(=O)N2CCC(C)CC2)CC1 | i | i | i | i | i | i | i | i | i | i | i
3 | Cc1cc(C)c(OCCN2CCOCC2)c(Cl)c1 | i | i | i | i | i | i | i | i | i | i | i
4 | O=C(Nn1nnnc1Nc1ccccc1)C12CC3CC(CC(C3)C1)C2 | 25* | i | i | i | i | i | i | i | i | i | i
5 | COc1cccc(C(=O)N[C@@H](CCSC)c2nc3ccccc3[nH]2)c1 | i | i | i | i | i | i | i | i | i | i | i
6 | CC(=O)Nc1c(C(=O)Nc2ccc3c(c2)OCO3)oc2ccccc12 | i | i | i | i | i | i | i | i | i | i | i
7 | Cc1ccccc1Nc1nc2nonc2nc1N1CCOCC1 | i | i | i | i | i | i | i | i | i | i | i
8 | Cc1cc(C)cc(NC(=O)CN2CCC(NC(=O)c3ccccc3F)CC2)c1 | i | i | i | i | i | i | i | i | i | i | i
9 | O=C(NC1CCCCC1)C(c1ccccc1)N1CCCC1 (configuration not stated) | i | i | i | i | i | i | i | i | i | i | i
10 | COC(=O)c1nc(-c2ccccc2)n[nH]1 | i | i | i | i | i | i | i | i | i | i | i
11 | COc1ccc(OC(C)C(=O)NCc2cccnc2)cc1 (configuration not stated) | i | i | i | i | i | i | i | i | i | i | i
12 | COc1cccc(C2NC(=O)NC(O)(C(F)(F)F)C2C(=O)c2cccnc2)c1OC (configuration not stated) | i | i | i | i | i | i | i | i | i | i | i
13 | CCCCn1nc(NC(=O)COC)c2cc3ccc(C)cc3nc21 | i | i | i | i | i | i | i | i | i | i | i
14 | COc1cc(C2NC(=O)NC(C)=C2C(=O)OCc2ccccc2)ccc1O (configuration not stated) | i | i | i | i | i | i | i | i | i | i | i
15 | O=C(O)c1cc(O)ccc1N=Nc1ccccc1 | i | i | i | i | i | i | i | i | i | i | i
16 | Cn1nc([N+](=O)[O-])nc1Oc1ccccc1F | i | i | i | i | i | i | i | i | i | i | i
17 | COc1ccc(C(=O)N2CC(=O)N(CCc3ccccc3)C(=O)C2)cc1OC | i | i | i | i | i | i | i | i | i | i | i
18 | O=C(N/N=C\C=C\c1ccc([N+](=O)[O-])o1)c1cccs1 | i | i | i | i | i | i | i | i | i | i | i
19 | CC1CC(=O)c2cnc(N3CCOCC3)nc2C1 (configuration not stated) | i | i | i | i | i | i | i | i | i | i | i
20 | CC1(C)C(=O)OC(c2cccc([N+](=O)[O-])c2)C2(CCCCC2)C1=O (configuration not stated) | i | i | i | i | i | i | i | i | i | i | i
21 | CCN(CC)CCCNC(=O)C1CCC(CNS(=O)(=O)c2ccc(Cl)cc2)CC1 (configuration not stated) | i | i | i | i | i | i | i | i | i | i | i
22 | CCC(C)NC(=O)C1CCN(CCCc2ccccc2)CC1 (configuration not stated) | i | i | i | i | i | i | i | i | i | i | i
23 | COc1ccc(-c2noc(CCC(=O)NCc3cc(Br)ccc3OC)n2)cc1 | i | i | i | i | i | i | i | i | i | i | i
24 | CC(=O)Nc1c2c(nn1-c1ccc(Cl)cc1)CSC2 | i | i | i | i | i | i | i | i | i | i | i
25 | CC(=O)c1ccc(Nc2nc(NCCO)nc(OC(C(F)(F)F)C(F)(F)F)n2)cc1 | i | i | i | i | i | i | i | i | i | i | i
26 | O=C(O)CCCCCN1C(=O)C(O)=C(C(=O)/C=C/c2ccccc2)C1c1ccc2c(c1)OCO2 (configuration not stated) | i | i | i | i | i | i | i | i | i | i | i
27 | OCCOCCn1c(C(CO)Nc2nc(-c3ccccc3Br)cs2)nc2ccccc21 (configuration not stated) | i | i | i | i | i | i | i | i | i | i | i
28 | O=C(N[C@@H](Cc1ccccc1)C(=O)OCc1ccccc1)c1nc[nH]c1C(=O)N[C@@H](Cc1ccccc1)C(=O)OCc1ccccc1 | i | i | i | i | i | i | i | i | i | i | i
29 | C=CCNC(=S)/C(=C(/[O-])c1ccc([N+](=O)[O-])cc1)[n+]1ccccc1 | i | i | i | i | i | i | i | i | i | i | i
30 | Cc1ccccc1NC(=O)NCCCCc1ccccc1 | i | i | i | i | i | i | i | i | i | i | i
31 | CCN1CCCC1CNC(=O)CSc1cc(=O)n(C)c2cc(Cl)ccc12 (configuration not stated) | i | i | i | i | i | i | i | i | i | i | i
32 | Cc1nc(NCCN)c(C#N)c2c1COC(C)(C)C2 | i | i | i | i | i | i | i | i | i | i | i
33 | O=[N+]([O-])c1ccc(N2CCN(S(=O)(=O)c3ccc4ccccc4c3)CC2)cc1NCc1ccco1 | i | i | i | i | i | i | i | i | i | i | i
34 | O=C(Nc1ccc(F)cc1)c1cccc(N2C(=O)c3ccccc3C2=O)c1 | i | i | i | i | i | i | i | i | i | i | i
35 | CCC1Sc2ccc(S(=O)(=O)CCC(=O)Nc3cc(C)ccn3)cc2NC1=O (configuration not stated) | i | i | i | i | i | i | i | i | i | i | i
36 | CCC(=O)Nc1ccc(NC(=O)c2oc3ccccc3c2C)cc1 | i | i | i | i | i | i | i | i | i | i | i
37 | COc1ccccc1/C=C/C(=O)Nc1cccnc1 | i | i | i | i | i | i | i | i | i | i | i
38 | CCCCOC(=O)CSC(=S)N(C)Cc1cccs1 | i | i | i | i | i | i | i | i | i | i | i
39 | COc1ccc2nc(NC(=O)CSCC(=O)Nc3cc(C)on3)sc2c1 | i | i | i | i | i | i | i | i | i | i | i
40 | COc1ccc(Cc2nnc(NC(=O)c3ccco3)s2)cc1OC | i | i | i | i | i | i | i | i | i | i | i
41 | NC(=S)NNc1ccc(Cl)c(Cl)c1 | i | i | i | i | i | i | i | i | i | i | i
42 | COc1ccc(C(=O)O)cc1S(=O)(=O)N(C)CCc1cccnc1 | i | i | i | i | i | i | i | i | i | i | i
43 | CCCn1c(SCC(=O)Nc2cccc(C(=O)OCC)c2)nnc1-c1ccoc1C | i | i | i | i | i | i | i | i | i | i | i
44 | CCCc1c(C(=O)Nc2ccc(F)cc2)cnn1-c1ccccc1 | i | i | i | i | i | i | i | i | i | i | i
45 | CC1CCN(Cc2c(C(=O)N/N=C/c3cccc(Cl)c3)nnn2-c2nonc2N)CC1 | i | i | i | i | i | i | i | i | i | i | i
46 | COc1ccc(S(=O)(=O)N(Cc2ccccc2)Cc2nc3ccccc3c(=O)[nH]2)cc1 | i | i | i | i | i | i | i | i | i | i | i
47 | C=CCNC(=S)Nc1ccc(N2CCOCC2)c(S(=O)(=O)Nc2ccccc2Cl)c1 | i | i | i | i | i | i | i | i | i | i | i
48 | Cc1cc(C)c(C#N)c(N2CCC(C(N)=O)CC2)n1 | i | i | i | i | i | i | i | i | i | i | i
49 | COc1ccc(N2CCN(C(=O)c3ccccc3NS(=O)(=O)c3ccc(C)cc3)CC2)cc1 | i | i | i | i | i | i | i | i | i | i | i
50 | Cc1occc1C(=O)N1CCCC(Nc2ccc(F)c(F)c2)C1 (configuration not stated) | i | i | i | i | i | i | i | i | i | i | i
51 | Cc1ccc(Cl)cc1N1CCN(S(=O)(=O)c2c(C(=O)N3CCOCC3)c(C)n(C)c2C)CC1 | i | i | i | i | i | i | i | i | i | i | i
52 | O=C(Nc1ccc(Oc2ccccc2)cc1)C1CCCO1 (configuration not stated) | i | i | i | i | i | i | i | i | i | i | i
53 | CCCCOC(=O)n1c(=O)oc2ccc(S(=O)(=O)N3CCCCC3)cc21 | 25* | i | i | i | i | i | i | i | i | i | i
54 | COc1ccc(C2(C)NC(=O)N(CC3CCCCC3)C2=O)cc1 (configuration not stated) | i | i | i | i | i | i | i | i | i | i | i
55 | O=C(Cc1n[nH]c(=O)c2ccccc12)NC(c1ccccc1)c1ccccc1 | i | i | i | i | i | i | i | i | i | i | i
56 | CCN(CC)c1ccc(/C=C(\C#N)C(=O)c2ccc(Br)cc2)cc1 | i | 30* | i | i | i | i | i | i | i | i | i

Additional entries follow:
no. | mol | TMEM16A inh | MrgX1 agonist | TRPC6 activator | TRPC4 potent | TRPC4 act | RGS4 block | MrgX1 antagonist | MrgX1 allo act | TRPC4 block | ANO1 activ | TRPC6 inhibitor
57 | Cc1cccc(-n2ncc3c(NCc4ccco4)ncnc32)c1 | i | i | i | i | i | i | i | i | i | i | i
58 | COC(=O)c1ccc(C)c(NC(=O)c2nn(C)c(=O)c3ccccc23)c1 | i | i | i | i | i | i | i | i | i | i | i
59 | C/C(=N\NC(=O)c1c(Cl)c(C)nn1C)c1ccc(NC(=O)C2CCC2)cc1 | i | i | i | i | i | i | i | i | i | i | i
60 | O=C(COC(=O)Cc1c(F)cccc1Cl)NC1CCS(=O)(=O)C1 (configuration not stated) | i | i | i | i | i | i | i | i | i | i | i
61 | CCOc1ccc(-c2c(C(=O)N/N=C/c3ccccc3)nnn2-c2nonc2N)cc1 | i | i | i | i | i | i | i | i | i | i | i
62 | C=CCN(C(=O)CCC(=O)Nc1cc(C)on1)C(C(=O)NC1CCCC1)c1ccc(OC)c(OC)c1 (configuration not stated) | i | i | i | i | i | i | i | i | i | i | i
63 | CN(CC(=O)Nc1cccc(F)c1)CC(=O)Nc1cccc([N+](=O)[O-])c1 | i | i | i | i | i | i | i | i | i | i | i
64 | COc1cccc(NC(=S)N(CCCN2CCOCC2)C(C)c2cc3ccccc3o2)c1 (configuration not stated) | i | i | i | i | i | i | i | i | i | i | i
65 | Nc1nc(Cl)nc2c1ncn2[C@H]1C[C@H](O)[C@@H](CO)O1 | i | i | i | i | i | i | i | i | i | i | i
66 | Cc1nc2c(cc1NC(=O)C(C)(C)C)nc(C)n2Cc1ccccc1 | i | i | i | i | i | i | i | i | i | i | i

From PubChem BioAssay
